Source: PubChem
NOD1 inhibition: NOD1 signaling inhibitors, primary screen, cell-based, luminescence, uHTS (AID 1578); actives 1% (n = 290,000); NOD1-driven NF-kB luciferase reporter cells, luminescence; higher % means a stronger effect; inhibition, % at 4 µM, or EC50 in µM where a hit was titrated; in the data active = inhibition mostly above about 36%, no sharp cut-off; inactive = mostly below about 34%;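 note: HEK-293T reporter cells stimulated with the NOD1 agonist gamma-tri-DAP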
West Nile antiviral: West Nile virus antiviral activity, cell-based, CPE readout (AID 1621) | West Nile virus-infected cells, CPE inhibition; higher % means a stronger effect | one-dose CPE inhibition, % at 10 µM; IC50 in µM for titrated hits | actives 0.02% (n = 290,000); in the data active = a potency from the dose series; inconclusive = CPE inhibition mostly from about 3.7% at the one dose, without a potency; inactive = the rest, 99 in 100 with CPE inhibition below about 2.2%; note: strong numbers were not always called active
GPR55 antagonists: GPR55 antagonists blocking LPI-driven arrestin recruitment, primary screen, imaging, U2OS, beta-arrestin-GFP, LPI agonist (AID 2013). actives 0.13% (n = 290,000). U2OS GPR55 beta-arrestin-GFP translocation imaging, LPI antagonism; higher % means a stronger effect. inhibition, % at 10 µM; hits with a dose series show IC50 in µM. G-protein coupled receptor 55 (Homo sapiens);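 active = spots per cell inhibited over 60%, with over 100 cells counted and total cytoplasm intensity under 500,000; inconclusive = wells with under 100 cells, flagged as likely toxic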;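 note: U2OS cells stably carrying GPR55 and arrestin-GFP stimulated by 5 µM LPI near EC80; imaged beta-arrestin-GFP aggregate spots per cell after agonist stimulation; plate controls were LPI-stimulated DMSO wells for no effect and DMSO wells without LPI for full effect; some results filed as inactive read as strong as hits; confirmed hits need IC50 under 10 µM and bright autofluorescent wells are also inconclusive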
KOR beta-arrestin-1: KOR agonists, beta-arrestin recruitment, primary screen, cell-based, luminescence, uHTS (AID 1777). Kappa-type opioid receptor (Homo sapiens). KOR beta-arrestin recruitment, luminescence; higher % means a stronger effect. activation, % at 10 µM, or EC50 in µM where a hit was titrated. actives 0.02% (n = 280,000); in the data active = activation above about 50%, passing the limit was not always enough; note: a part of the inactive calls stands beside numbers as strong as those of hits
KOR beta-arrestin-2: KOR antagonists, beta-arrestin recruitment, cell-based, luminescence, uHTS (AID 1778); Kappa-type opioid receptor (Homo sapiens); KOR beta-arrestin recruitment, luminescence, antagonist mode; higher % means a stronger effect; inhibition, % at 10 µM; hits with a dose series show IC50 in µM; actives 0.091% (n = 290,000); in the data active = inhibition above about 50%; note: strong numbers were not always called active
GPR35 arrestin U2OS: GPR35 antagonists blocking zaprinast-driven arrestin recruitment, primary screen, imaging, U2OS, beta-arrestin-GFP, zaprinast agonist (AID 2058). U2OS GPR35 beta-arrestin-GFP translocation imaging, zaprinast antagonism; higher % means a stronger effect. inhibition, % at 10 µM; hits with a dose series show IC50 in µM. actives 0.052% (n = 290,000);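 active = inhibition of at least 50% with at least 30 cells and total cytoplasm GFP at most 10,000,000; inconclusive = under 30 cells or total GFP of 10,000,000 plus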
GPR55 activation: GPR55 agonists via beta-arrestin recruitment, primary screen, imaging, U2OS cells, beta-arrestin-GFP redistribution (AID 1961); U2OS GPR55 beta-arrestin-GFP redistribution imaging; higher % means a stronger effect; G-protein coupled receptor 55 (Homo sapiens); actives 0.048% (n = 290,000); activation, % at 10 µM, or EC50 in µM where a hit was titrated;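 active = activation above 40% with more than 50 cells counted in the well; inconclusive = wells holding fewer than 50 cells, flagged as toxic or sparse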;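 note: U2OS osteosarcoma cells stably expressing GPR55 and beta-arrestin-GFP; plate controls were DMSO negative control for no effect and LPI positive control for full effect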
HIV peptide binding: inhibitors of HIV fusion peptide binding, primary screen, biochemical, uHTS, fluorescence dequenching (AID 1986). cell-free peptide binding, fluorescence dequenching, 30 min; higher % means a stronger effect. one-dose inhibition, % at 20 µM; IC50 in µM for titrated hits. actives 0.3% (n = 290,000); in the data active = inhibition mostly above about 52%, no sharp cut-off; inactive = mostly below about 76%; note: some results filed as inactive read as strong as hits
Dengue-2 NS5 capping: Dengue-2 NS5 methyltransferase inhibitors, primary screen, biochemical, confirmation dose response (AID 588689) | Genome polyprotein (Dengue virus type 2 (strain 16681-PDK53)) | actives 0.3% (n = 340,000) | inhibition, % at 25 µM, or IC50 in µM where a hit was titrated | Dengue-2 NS5 methyltransferase capping enzyme assay, biochemical; higher % means a stronger effect; in the data active = a potency from the dose series; inconclusive = inhibition above about 29% without an active follow-up result
* marks the source's active call; other numbers are inactive results; ? = inconclusive; · = no result given; [ ] = another dose, or the depositor's remark. These rows are one share of the data; the hit share may differ from the screen's.

SMILES	NOD1 inhibition	West Nile antiviral	GPR55 antagonists	KOR beta-arrestin-1	KOR beta-arrestin-2	GPR35 arrestin U2OS	GPR55 activation	HIV peptide binding	Dengue-2 NS5 capping
CC(C)CN1CCC(=O)N([C@H](CSc2ccc(Br)cc2)Cc2ccccc2)CC1	4%	-0.5%	12%	36%	22%	6%	-0.1%	2.0%	-12%
S=C(Nc1ccc(Cl)cc1)c1nc2ccccc2s1	7%	-0.1%	16%	3.1%	9%	25%	-0.1%	-1.0%	2%
O=C1Nc2ccccc2/C1=C/c1cnc(-c2ccccc2)[nH]1	-14%	0.6%	-2%	-0.4%	21%	-3%	25%	148%	?
CN1CCN(c2cc(=O)n(-c3ccc(Cl)cc3)c(=O)[nH]2)CC1	1%	0.2%	-2%	7.8%	-36%	9%	-0.2%	1.1%	-1%
CC1=CCC(C(=O)O)(C(=O)N/N=C/c2cccnc2)C(c2ccccc2)C1 (stereo unspecified)	-46%	0.3%	5%	1.2%	-3%	-1%	-0.1%	-2.0%	·
COc1ccc(OC)c(N(CC(=O)Nc2ccccc2)S(=O)(=O)c2ccccc2)c1	-23%	-1.0%	3%	-1.3%	1%[20 µM]	12%	-0.3%	1.2%	-4%
c1cc2c(cn1)cnc1cscc12	20%	-0.4%	-5%	2.1%	-44%	-10%	0.4%	0.5%	0%
COC(=O)c1cccc(NC(=S)NCc2ccc(F)cc2)c1	-19%	-0.3%	2%	-3.2%	12%	11%	-0.9%	-2.1%	-3%
Cc1cc(/C=N/Nc2nc(N)ncc2[N+](=O)[O-])c(C)n1-c1ccccc1F	4.6µM*	-0.1%	2%	2.0%	-49%	7%	-0.1%	-3.1%	·
O=S(=O)(c1ccc(Br)s1)N1CCC(Cc2ccccc2)CC1	3%	0.7%	19%	-3.3%	-24%	10%	0.3%	-2.2%	-14%
Cc1onc(-c2ccccc2Cl)c1C(=O)NC(=S)Nc1ccc(C(C)C)cc1	10%	-0.7%	6%	-3.1%	16%	-3%	-0.1%	-0.5%	-6%
COc1ccc(/C=N/n2cncn2)cc1CSc1ccccn1	-16%	0.2%	-3%	0.2%	18%	11%	-0.2%	-0.9%	6%
O=C(CO/N=C/c1c(Cl)cccc1Cl)NNC(=O)c1ccc(Cl)cc1	-7%	0.1%	-1%	0.9%	4%	3%	0.0%	0.1%	-10%
CCn1nc(C(=O)N[C@@H](CCSC)c2nc3ccccc3[nH]2)c2ccccc2c1=O	-21%	0.1%	8%	-0.6%	-21%	1%	-0.1%	-0.3%	5%
CCNC(=O)Cc1c(OC)ccc2cc(Br)ccc12	-58%	0.7%	15%	-5.3%	26%	-10%	-0.1%	-1.1%	·
CCOC(=O)C1CCN(S(=O)(=O)c2ccc(OC)c(C(=O)N3CCCCCC3)c2)CC1	-6%	-0.4%	13%	2.8%	-9%	31%	-0.2%	-0.8%	2%
CC(C)NC(=O)c1nc2ccccc2s1	-39%	-0.1%	5%	-1.6%	16%	2%	-0.2%	0.4%	-3%
CSc1nc2ncc3c(n2n1)CC(C)(C)CC3=O	-30%	0.7%	0%	-2.7%	-30%[20 µM]	27%	0.3%	0.8%	·
CCCc1cc(-c2n[nH]c(=S)n2-c2cccc(C)c2)cs1	-10%	0.1%	0%	-7.8%	-21%[20 µM]	-10%	-0.1%	0.2%	-6%
Cc1cccc(/C=N/Nc2ccc3ccccc3n2)c1	64%*	-1.2%	16%	-2.9%	-27%	6%	-0.4%	1.0%	5%
COc1ccc(-c2c(NC(=O)CC(C)C)n(C)c3ccccc3c2=O)cc1OC	-3%	-1.0%	10%	-12%	·	14%	0.3%	-1.4%	2%
COc1ccccc1NS(=O)(=O)c1cc([N+](=O)[O-])ccc1N/N=C/c1sc(N2CCOCC2)nc1-c1ccccc1	22%	-0.7%	15%	-7.3%	37%	7%	49%*	22%	?
Cc1ccc2c(CSc3nc4nc(C)cc(C)n4n3)cc(=O)oc2c1	-1%	-0.6%	10%	1.5%	4%	18%	-0.3%	-2.1%	-4%
CCN(C(=O)CSc1nc2ccccc2n1CC)C1CCS(=O)(=O)C1 (stereo unspecified)	-27%	-0.8%	6%	-1.9%	-13%	8%	0.1%	0.8%	-7%
Cc1ccc(C(=O)NC2CC3CCCC(C2)N3C(=O)NC2CCCCC2)cc1 (stereo unspecified)	-19%	-1.6%	-9%	2.1%	16%	-6%	0.1%	2.7%	·
OCCCNC(=S)Nc1ccc2nccnc2c1	-27%	-0.5%	-4%	4.0%	-14%	9%	-0.3%	0.1%	12%
COc1cccc(N2CCN(S(=O)(=O)c3cc4c(cc3C)N(C)CCO4)CC2)c1	-3%	-1.1%	-16%	-5.1%	-26%[20 µM]	-5%	1.0%	-1.7%	1%
Cc1cc(C(=O)N2CCN(C(c3ccccc3)c3ccccc3)CC2)no1	15%	-0.9%	1%	-1.1%	15%	-1%	0.1%	1.0%	-1%
COc1ccc(C(C)=O)cc1COC(=O)CNC(=O)c1ccc(F)cc1	-29%	-0.2%	-2%	-0.1%	-12%	10%	0.3%	1.8%	3%
O=C(C1CCCN(S(=O)(=O)c2ccc(Br)s2)C1)N1CCN(c2ccccc2)CC1 (stereo unspecified)	-12%	0.2%	10%	1.3%	-30%	8%	0.1%	-0.7%	-9%
CS(=O)(=O)N(CC(=O)N1CCOCC1)c1ccc(Cl)cc1	-17%	0.0%	-9%	1.8%	-31%[20 µM]	-7%	0.8%	-0.6%	-4%
CCOc1ccc(N2C(=O)CC(Sc3nc(C)cc(C)n3)C2=O)cc1 (stereo unspecified)	16%	-0.5%	-5%	2.2%	22%	15%	0.0%	-1.7%	-4%
O=c1[nH]n2cc(-n3cc([N+](=O)[O-])cn3)cnc2c1Br	-30%	0.0%	11%	-5.0%	12%	-13%	-0.3%	-3.1%	4%
Cc1cc(NC(=O)CSc2nc(=O)cc(N)n2-c2ccc(Cl)cc2)no1	-11%	-0.2%	5%	-3.1%	8%	0%	-0.2%	0.0%	-1%
Cc1ccccc1NC1=NS(=O)(=O)c2ccccc21	-12%	-0.2%	3%	·	6%	-13%	-0.1%	-5.9%	-3%
NNC(=O)CNC(c1ccccc1)c1cc(Br)ccc1NC(=O)c1ccccc1Br (stereo unspecified)	-2%	0.3%	0%	-3.9%	7%	6%	-0.1%	2.2%	3%
CC(OC(=O)c1cc2sccc2n1C)C(=O)NCc1ccc2c(c1)OCO2 (stereo unspecified)	28%	-0.9%	-3%	0.1%	-9%	7%	0.4%	-3.9%	5%
CC(=O)N(CCC(Cc1ccccc1)c1ccc2c(c1)OCO2)Cc1ccc(Cl)cc1 (stereo unspecified)	10%	-0.5%	55%	-1.3%	-13%	-14%	-0.3%	-3.5%	-9%
COC(=O)c1ccc(C23CC4(C2)[C@H](CN(CC2CCCCC2)[C@@H]4c2ccccc2)C3c2ccc(Cl)nc2)cc1 (stereo partly specified)	9%	-0.5%	3%	4.3%	16%	-5%	-0.1%	1.5%	-14%
COc1ccccc1N1CC(C(=O)Nc2nnc(SCC(=O)NCC3CCCO3)s2)CC1=O (stereo unspecified)	5%	0.1%	0%	1.3%	12%	7%	-0.1%	-0.7%	-3%
COc1ccccc1CNCC(c1ccccc1)c1ccccc1	12%	-0.5%	35%	1.1%	-3%	1%	0.3%	-3.2%	1%
O=C(CN(c1ccccc1)S(=O)(=O)c1ccc(F)cc1)NC1CCS(=O)(=O)C1 (stereo unspecified)	-19%	1.4%	-11%	-3.6%	-17%	-6%	1.2%	-1.0%	-4%
CN1CCN(CCC(=O)Nc2ccc(F)c(F)c2)CC1	-2%	0.0%	-4%	-0.4%	-38%	6%	-0.2%	-0.9%	-2%
COc1ccc2c(c1)c1ncn(CCN3CCNCC3)c(=O)c1n2C	-3%	-0.6%	12%	-1.7%	-25%	19%	-0.1%	1.3%	-5%
CCOC(=O)C1CCCN(C(=O)Cn2nc(C)n3c(cc4c(OC)cccc43)c2=O)C1 (stereo unspecified)	-8%	-0.2%	5%	-3.8%	-11%	6%	-0.1%	-1.0%	3%
COc1ccc2nc(/C(C#N)=C\c3ccc(Oc4ccc([N+](=O)[O-])cn4)cc3)[nH]c2c1	-32%	-0.8%	0%	3.4%	-23%	12%	0.5%	11%	-22%
COc1cccc(CNn2cn[nH]c2=S)c1OCc1ccccc1	-4%	0.0%	-3%	-5.0%	-15%[20 µM]	-2%	0.2%	-1.8%	-4%
COc1ccc(/C=N/NC(=O)c2cccc(OC(F)(F)C(F)F)c2)c(OC)c1OC	-14%	-0.2%	3%	6.2%	-8%	-9%	-0.3%	-1.0%	1%
CC(=O)c1ccc(NC(=O)c2ccc(C)c(Br)c2)cc1	-12%	0.2%	-7%	7.1%	-30%	-2%	-0.2%	-0.4%	-2%
O=[N+]([O-])c1cccc(-n2cccc2/C=N/Nc2nc(N3CCCCC3)nc(N3CCCCC3)n2)c1	-12%	-1.1%	10%	1.4%	-32%	-11%	-0.4%	0.0%	-4%
O=S(=O)(Nc1ccc(Cl)cn1)c1cccs1	-19%	0.7%	-6%	-0.9%	10%	-13%	0.4%	-0.2%	-4%
CCc1cc(/C(Cc2ccccn2)=N\O)c(O)cc1O	34%	-1.0%	0%	3.2%	-15%	12%	-0.1%	8.6%	2%
COc1ccc(CNC(=O)c2cccc(S(=O)(=O)N3CCN(C)CC3)c2)cc1	-21%	-0.9%	6%	0.5%	16%	8%	0.0%	2.8%	·
COc1ccccc1NC(=O)C1CC(=O)OC1c1ccccc1 (stereo unspecified)	-3%	-0.2%	8%	-0.4%	10%	-4%	-0.2%	8.2%	·
CCCS(=O)(=O)N1CCCC(C(=O)NCCN(C)Cc2ccccc2)C1 (stereo unspecified)	15%	0.0%	13%	-1.8%	-3%	9%	0.4%	-2.7%	-7%
Oc1ccccc1-c1nnc(SCCN2CCOCC2)n1Cc1ccccc1	22%	1.7%	9%	-1.2%	-2%	-10%	-0.2%	1.5%	1%
CC(=O)CCc1ccc(OC(=O)c2cccnc2)cc1	-17%	1.5%	1%	-5.9%	-4%	-8%	0.2%	0.1%	-9%
CCOc1ccccc1C(=O)N(Cc1sccc1C)C1CCS(=O)(=O)C1 (stereo unspecified)	-17%	1.2%	-1%	-2.1%	19%	14%	-0.1%	-0.7%	-1%
